Autophagy HCS – autophagy modulators in MEF cells, primary screen, imaging, high-content, MEF GFP-LC3; MEF GFP-LC3 puncta imaging; test concentration mostly 10 µM; calls only at 10 µM (by protocol); hit rate 0.98% among 190,000; AID 463193, 2010;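 active means percentage of spot-positive cells more than 3 SD above its plate mean, without a fluorescence outlier flag or 80% toxicity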;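 further: spot-positive cell cutoff set from DMSO-treated cells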
PMI inhibitors – inhibitors of human PMI, primary screen, biochemical, fluorescence intensity, coupled assay (AID 1209); hit rate 0.42% among 190,000; inhibition, % at 20 µM, or IC50 in µM where a hit was titrated; Mannose-6-phosphate isomerase (Homo sapiens); purified PMI enzyme, coupled fluorescence intensity; higher % means a stronger effect;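 further: plate controls were DMSO vehicle for no effect and wells lacking substrate for full effect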
WT yeast gro inh – growth inhibition of WT strain, primary screen, mitochondrial fusion inhibitor project, WT and mutant strains, chemical genetic; AID 1362, 2008; mitochondrial fusion phenotypic screen; hit rate 2.1% among 190,000; inhibition, % at 10 µM; in the data active means inhibition above about 58%; tested in S. cerevisiae
Yfh1-depleted yeast – enhancers of respiration in Yfh1-depleted yeast, dose response, Friedreich's ataxia, plus single-dose screen (AID 1465); S. cerevisiae Yfh1-off respiration, WST-1 reduction, 72 h; higher fold induction means a stronger effect; one-dose fold induction at 50 µM; EC50 in µM for titrated hits; hit rate 0.074% among 220,000;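 active means fold induction of absorbance versus untreated yeast above a set limit, then at least 30% activation at any dose in follow-up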;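 further: activators that raise dye reduction in frataxin-depleted yeast; strong numbers were not always called active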
MT stabilizer – microtubule stabilizers in HeLa cells, primary screen, imaging, high-content imaging; HeLa tubulin immunostaining HCS, 24 h; share of cells brighter than vehicle mean+2SD; % tubulin-high responders, % at 10 µM; hit rate 0.83% among 200,000; AID 2205, 2009;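 active means plate Z-score above 3 for both tubulin-high and condensed-nucleus cell shares, with cell loss under 80%, at 10 µM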;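 further: anti alpha tubulin signal scored within the nucleus-defined area of each cell; some results filed as inactive read as strong as hits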
PMI inhibition – human PMI inhibitors, high substrate, primary screen, biochemical, fluorescence intensity, high mannose 6-phosphate (AID 1220); Mannose-6-phosphate isomerase (Homo sapiens); recombinant PMI enzyme, coupled fluorescence intensity; higher % means a stronger effect; inhibition, % at 20 µM, or IC50 in µM where a hit was titrated; hit rate 0.66% among 190,000
Dynein cargo inh – inhibitors of GR-EGFP nuclear translocation, primary screen, dynein cargo transport inhibitor project, imaging, high-content, 3617.4 mouse cells. test concentration mostly 20 µM; stimulated with dexamethasone, 1 µM; active compounds read low. z-score, hits read low. hit rate 0.47% among 220,000. AID 1381, 2008;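 active means plate z-score of nuclear minus cytoplasmic receptor signal below a set negative limit, without overly bright fluorescence or cell loss, cut at about -3.5 in these data, passing the limit was not always enough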;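 further: z-score of nuclear minus cytoplasmic ring GR-EGFP intensity difference per well; some compounds called inactive have numbers as strong as hits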
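Buffer or medium: tet-free medium with charcoal-stripped serum / Also added: dexamethasone agonist, 1.0 µM final, for 30 min / Timing: induction 48 h, compound 1 h, agonist 30 min / Measured by: high-content fluorescence imaging after fixation / Read-out: nuclear-to-cytoplasmic GR-EGFP distribution per well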
bCat nuc transl – modulators of beta-catenin nuclear translocation, primary screen, imaging, HeLa cells, immunofluorescence, high-content | AID 1665, 2009 | hit rate 0.3% among 190,000 | nuclear translocation activity, % at 5 µM;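 active means nuclear translocation activity above 50% at 5 µM, with a well cell count of 50 or more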;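 further: per-cell ratio of nuclear to cytoplasmic median beta-catenin stain intensity; plate controls were DMSO negative control for no effect and GSK-3 inhibitor IX positive control for full effect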
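System: HeLa cells, endogenous beta-catenin; compound dosing: 5 µM primary single dose, 0.1% DMSO, 0.02–20 µM confirmation series; incubation: 24 h compound exposure at 37°C, 5% CO2; signal: beta-catenin immunofluorescence imaging with DAPI; evaluation: % activation, nuclear-to-cytoplasmic median beta-catenin signal ratio per cell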
Ins promoter up – insulin promoter activators in MIN6 cells, imaging, high-content screening, mouse beta cells; MIN6 insulin promoter-GFP reporter; active compounds read high; z-score at 5 µM; hit rate 0.3% among 190,000;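 active means z-score above 3 at 5 µM with at least 500 cells counted in the well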
WT yeast gro inh mutant strain – recorded beside WT yeast gro inh, whose call it bears; inhibition, %; mitochondrial fusion phenotypic screen, mutant strain inhibition
Dynein cargo inh cytoplasmic EGFP – recorded beside Dynein cargo inh, whose call it bears; z-score; measured here: cytoplasmic GR-EGFP intensity; active compounds read high
Dynein cargo inh nuclear GR-EGFP – second read-out of Dynein cargo inh, no call of its own (marks repeat the call); z-score; measured here: nuclear GR-EGFP intensity;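 lower value marks the stronger effect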
Dynein cargo inh cell count – recorded beside Dynein cargo inh, whose call it bears; z-score; measured here: cell count per field
Ins promoter up cell count – further read-out of Ins promoter up, marked with its call; cell count; measured here: cytotoxicity, nuclei count;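 total cells summed across four imaged fields per well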
bCat nuc transl cell count 5 µM – second read-out of bCat nuc transl, no call of its own (marks repeat the call); cell count; measured here: cell count, cytotoxicity flag
MT stabilizer Hoechst-high % – further read-out of MT stabilizer, marked with its call; % Hoechst-high responders; measured here: nuclear condensation Hoechst responders;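 share of cells brighter than vehicle mean plus two SD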
MT stabilizer cytotoxicity % – recorded beside MT stabilizer, whose call it bears; toxicity, %; measured here: cytotoxicity by cell density;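 0% = mean cell density of plate MIN control wells and 100% = no cells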
Autophagy HCS cell loss 18 h – further read-out of Autophagy HCS, marked with its call; toxicity, %; measured here: cell loss, nuclei count;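 cell loss after 18 h compound exposure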
Active calls of the source: *; i = inactive; / = not tested or not shown. Unless noted, no stated cut-off is given here; in the data, active means inhibition above about 50%; inactive means the rest.

SMILES | Autophagy HCS | Autophagy HCS cell loss 18 h | PMI inhibitors | WT yeast gro inh | WT yeast gro inh mutant strain | Yfh1-depleted yeast | MT stabilizer | MT stabilizer Hoechst-high % | MT stabilizer cytotoxicity % | PMI inhibition | Dynein cargo inh | Dynein cargo inh cytoplasmic EGFP | Dynein cargo inh nuclear GR-EGFP | Dynein cargo inh cell count | bCat nuc transl | bCat nuc transl cell count 5 µM | Ins promoter up | Ins promoter up cell count
COc1ccc(CNC(=O)CCCn2nc([N+](=O)[O-])cc2C)cc1 | i | -9.3 | -5.6% | -19.3 | -9.4 | i | 2.7 | 2.9 | 10.2 | -9.3% | -0.984 | -0.166 | -0.545 | 1.11 | -3.4 | 1148 | -0.19 | 1182
Cn1c(SCc2nn[nH]n2)nc2c1c(=O)n(Cc1ccccc1Cl)c(=O)n2C | i | 4.9 | -20.0% | 17.2 | 15.5 | i | 2.0 | 1.8 | 22.9 | -32.2% | -0.497 | -0.278 | 0.195 | 0.152 | / | / | / | /
Cc1ccc2c(c1)C(=O)C(=O)N2CC(=O)Nc1ccccc1NC(=O)c1ccccn1 | / | / | / | / | / | i | / | / | / | / | 0.0791 | -0.267 | 0.465 | -0.185 | -0.4 | 1328 | 0.12 | 1016
CC(=O)Nc1nc(=O)c2ccccc2s1 | i | -1.1 | -9.2% | 5.3 | 9.7 | i | 5.0 | 3.9 | 12.1 | -7.2% | -0.28 | -0.317 | 0.156 | -0.237 | 1.1 | 803 | 0.94 | 1123
O=c1c2ccccc2ncn1CCCCOc1ccc(Br)cc1 | i | 3.2 | 4.0% | -19.5 | 4.7 | i | 5.8 | 2.7 | 4.1 | -2.2% | -1 | -0.291 | -0.185 | 2.52 | 0.4 | 1479 | -0.7 | 1402
CCOC(=O)CSC(=S)NC(=O)c1ccc(OC)cc1 | i | -18.3 | -5.2% | -9.4 | -9.8 | i | 4.2 | 3.2 | 3.4 | -12.2% | -0.826 | -0.261 | -0.753 | 0.411 | -2.1 | 998 | 0.07 | 1333
COc1cc(NC(=O)Cc2ccccc2)ccc1NC(=O)c1ccco1 | i | 0.2 | -14.5% | 3.1 | -7.7 | i | 6.4 | 3.5 | 5.7 | 8.4% | -0.00733 | -0.196 | 0.183 | -0.0166 | -7.3 | 955 | -0.3 | 1466
COCCCn1c(SCC(=O)NCc2ccccc2)nc2ccccc2c1=O | i | -11.0 | 6.3% | -24.6 | 13.0 | i | 3.1 | 2.5 | 6.4 | 5.0% | -0.66 | -0.225 | -0.295 | 0.58 | -1.1 | 1176 | 0.09 | 1187
CC(=O)Nc1ccc(N2CCN(c3ccc(C(F)(F)F)cn3)CC2)nc1 | / | / | / | / | / | i | / | / | / | / | 0.0283 | -0.229 | -0.00189 | 0.0841 | 3.4 | 1020 | -0.58 | 1326
CCC(Sc1nc2n[nH]c(C)c2c(=N)n1-c1ccc(C)c(Cl)c1)C(=O)N1CCOCC1 (stereo unspecified) | i | -19.8 | 7.9% | -9.8 | -25.9 | i | 5.3 | 6.4 | 2.8 | 2.9% | -0.868 | -0.152 | -0.206 | -0.106 | 0.6 | 1075 | -0.91 | 1169
C/C(=N/NC(N)=S)c1ccc(Br)s1 | i | -2.9 | 1.2% | -3.1 | -11.3 | i | 2.1 | 2.8 | 6.0 | -6.0% | -1.29 | -0.329 | -0.292 | 0.771 | 2.9 | 917 | -0.39 | 1395
Nc1nc(CSc2nc3ccccc3[nH]2)nc(N2CCOCC2)n1 | i | -0.5 | 6.6% | -0.6 | -18.1 | i | 2.9 | 2.1 | 21.4 | 6.0% | 1.65 | -0.0665 | 0.998 | 0.00613 | -0.3 | 1051 | -0.28 | 1703
Clc1cc(Br)ccc1OCCCNCc1ccccc1 | i | 4.0 | -15.3% | 90.5 | 93.9 | i | 4.7 | 1.2 | 11.9 | -10.9% | -1.53 | 1.03 | -0.2 | -1.78 | -2.5 | 975 | -0.38 | 1358
COCC(=O)Nc1c(C(=O)Nc2ccc3c(c2)OCCO3)oc2ccccc12 | i | 1.7 | 12.6% | 10.2 | 11.4 | i | 2.2 | 1.8 | 3.4 | 15.2% | 0.0552 | -0.324 | 0.184 | 0.272 | -0.9 | 1083 | 0.76 | 1312
CCN(CC)S(=O)(=O)c1cc(NC(=O)NCCCl)ccc1C | / | / | / | / | / | i | / | / | / | / | -0.967 | -0.265 | -0.574 | 0.64 | -0.9 | 1392 | 0.09 | 979
O=C(c1cccs1)N1CCc2c([nH]c3ccccc23)C1c1ccccn1 (stereo unspecified) | i | 31.7 | 17.7% | 11.4 | 11.5 | i | 1.3 | 1.3 | 4.6 | 26.6% | 0.157 | -0.232 | 0.0255 | 0.0925 | 0.2 | 1118 | -0.63 | 1311
Cc1nc2ccc(NC(=S)NC(C)C)cc2nc1C | i | 8.1 | -6.5% | -1.0 | 0.6 | i | 2.7 | 1.3 | 8.9 | 43.6% | -1.04 | -0.204 | 0.065 | 0.714 | -1.6 | 1469 | -1.78 | 718
Cc1ccc(NC(=O)CS(=O)CC(=O)N(c2ccc(C)cc2)C(C)C(=O)NC2CCCCC2)cc1 (stereo unspecified) | i | 4.2 | -19.6% | 5.0 | 4.0 | i | 2.0 | 1.5 | 6.6 | -3.1% | -0.591 | -0.229 | -0.22 | -0.353 | -2.0 | 1177 | -0.4 | 863
Cn1c(SC2=CS(=O)(=O)c3ccccc32)nc2ccccc21 | i | 23.3 | 14.6% | -19.3 | -0.7 | i | 2.5 | 2.3 | 3.9 | 9.4% | -1.3 | 0.0143 | -0.75 | 0.0521 | 1.6 | 1320 | -0.11 | 1585
C=CCNC(=S)Nc1sc2c(c1C#N)CCCC2 | i | 19.4 | 3.1% | 1.8 | 9.1 | i | 0.8 | 1.1 | 4.8 | -0.3% | 0.0271 | -0.232 | 0.0248 | 0.572 | -5.2 | 1120 | 0.13 | 1606
CC(=O)CSc1nnc2c3ccccc3nc(C(C)(C)C)n12 | i | 2.8 | -5.8% | -17.9 | -9.1 | i | 2.2 | 3.3 | 5.5 | -5.4% | -0.396 | -0.179 | -0.135 | -0.339 | -0.3 | 1000 | / | /
O=C(NCc1ccco1)c1ccc(CS(=O)(=O)Cc2ccc(Cl)cc2)o1 | i | 9.6 | 9.5% | -6.0 | 2.4 | i | 3.4 | 3.4 | 6.3 | 13.7% | -0.792 | -0.267 | -0.586 | 0.984 | -6.5 | 1005 | -0.33 | 1362
CCOC(=O)c1ccc(N2CCCCC2)c(NS(=O)(=O)c2cccc(C(F)(F)F)c2)c1 | / | / | / | / | / | i | / | / | / | / | -0.258 | -0.237 | -0.0957 | 0.64 | -0.2 | 1264 | -1.12 | 1078
O=C1CC(c2cccs2)Sc2nc3ccccc3n21 (stereo unspecified) | i | -1.6 | 15.3% | 8.5 | 9.1 | i | 4.6 | 2.7 | 5.6 | 6.9% | -1.01 | -0.176 | -0.546 | 0.893 | / | / | 1.57 | 1278
Cn1ccnc1C(=O)c1cc(SCC(=O)NC2CC2)nc2ccccc12 | i | 7.3 | -0.8% | 4.0 | -0.5 | i | 2.3 | 2.4 | 3.6 | 15.8% | -0.0408 | -0.327 | 0.319 | 0.268 | -1.8 | 1117 | 0.53 | 1173

Next structures.
SMILES | Autophagy HCS | Autophagy HCS cell loss 18 h | PMI inhibitors | WT yeast gro inh | WT yeast gro inh mutant strain | Yfh1-depleted yeast | MT stabilizer | MT stabilizer Hoechst-high % | MT stabilizer cytotoxicity % | PMI inhibition | Dynein cargo inh | Dynein cargo inh cytoplasmic EGFP | Dynein cargo inh nuclear GR-EGFP | Dynein cargo inh cell count | bCat nuc transl | bCat nuc transl cell count 5 µM | Ins promoter up | Ins promoter up cell count
O=C(N/N=C/c1ccc[nH]1)c1ccc(COc2cccc3cccnc23)cc1 | i | 9.8 | -52.0% | -7.2 | -0.6 | i | 8.0 | 3.3 | 12.0 | -16.7% | -0.254 | -0.137 | -0.00297 | -0.2 | 7.6 | 745 | -6.16 | 645
COC(=O)c1c[nH]n2c(=O)cc(C)nc12 | i | -7.6 | 1.6% | 15.2 | 12.9 | i | 1.9 | 2.3 | 11.9 | -5.4% | 0.0145 | -0.213 | 0.111 | 0.265 | -4.3 | 900 | 2.13 | 1398
Brc1ccc(-n2c(SCc3nc4ccccc4[nH]3)nnc2-c2ccncc2)cc1 | i | 1.1 | 12.5% | -4.3 | -2.1 | i | 3.3 | 2.5 | 6.6 | 2.8% | -0.185 | -0.258 | 0.0564 | 0.944 | 0.2 | 1070 | -0.57 | 1475
CNC(=S)N/N=C/c1c(C(=O)OC)cnn1-c1ccc(F)cc1F | / | / | / | / | / | i | / | / | / | / | -0.876 | -0.287 | -0.398 | 0.506 | -0.9 | 1338 | -0.18 | 1100
COC(=O)c1nn(-c2ccccc2)c(=O)cc1Sc1ccc(Cl)cc1 | i | 9.0 | -2.3% | 16.0 | -0.7 | i | 3.6 | 1.8 | 8.5 | -0.8% | 1.3 | -0.247 | 0.276 | 0.255 | 0.1 | 1055 | -1.43 | 1364
O=C(CSc1nc2[nH]ncc2c(=O)[nH]1)NCc1ccccc1 | i | -3.9 | -0.3% | -20.4 | -1.4 | i | 2.3 | 4.0 | 7.2 | -14.9% | -0.11 | -0.206 | -0.264 | 0.798 | -1.4 | 1045 | 0.59 | 1352

Assay outcomes as filed in PubChem.
